NOD2 inhibition – NOD2 signaling inhibitors, cell-based, luminescence, uHTS, HEK293 (AID 1566); HEK293 NOD2/NF-kB luciferase reporter, luminescence; higher % means a stronger effect; one-dose inhibition, % at 4 µM; EC50 in µM for titrated hits; 290,000 tested, 0.63% active; further: many of its hits are not listed in these tables
KOR beta-arrestin-1 – KOR antagonists, beta-arrestin recruitment, cell-based, luminescence, uHTS (AID 1778); Kappa-type opioid receptor (Homo sapiens); KOR beta-arrestin recruitment, luminescence, antagonist mode; higher % means a stronger effect; one-dose inhibition, % at 10 µM; IC50 in µM for titrated hits; 290,000 tested, 0.091% active; further: strong numbers were not always called active
P. falciparum M1AAP – P. falciparum M1AAP inhibitors, biochemical, fluorogenic H-Leu-NHMec substrate, 1536-well (AID 1445); Aminopeptidase N (Plasmodium falciparum (isolate 3D7)); recombinant M1AAP, H-Leu-NHMec fluorogenic kinetic assay; higher % means a stronger effect; one-dose inhibition, % at 30 µM; IC50 in µM for titrated hits; 220,000 tested, 0.42% active;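 active means primary inhibition above the hit cutoff, then over 50% inhibition at one or more dose response concentrations, cut at about 23% in these data, passing the limit was not always enough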;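 further: plate controls were DMSO full reaction for no effect and no enzyme background for full effect; strong numbers were not always called active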
Dynein cargo inh – inhibitors of GR-EGFP nuclear translocation, primary screen, dynein cargo transport inhibitor project, imaging, high-content, 3617.4 mouse cells; AID 1381, 2008; z-score, hits read low; 220,000 tested, 0.47% active; test concentration mostly 20 µM; stimulated with dexamethasone, 1 µM; active compounds read low;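 active means plate z-score of nuclear minus cytoplasmic receptor signal below a set negative limit, without overly bright fluorescence or cell loss, cut at about -3.5 in these data, passing the limit was not always enough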;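 further: z-score of nuclear minus cytoplasmic ring GR-EGFP intensity difference per well; some compounds called inactive have numbers as strong as hits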
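Medium: Induction medium lacking tetracycline, stripped serum | Probe or stimulus: 1.0 µM final dexamethasone stimulus | Schedule: 48 h induction, then 1 h compound, then 30 min agonist, 37 °C | Signal: Automated 10x imaging of fixed Hoechst-stained cells | Evaluation: Per-cell GR-EGFP intensity, nucleus versus surrounding cytoplasmic ring, well-averaged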
AID2073 – inhibitors of Mint1-CaV2.2 protein interaction, biochemical, HTRF (AID 2073); Voltage-dependent N-type calcium channel subunit alpha-1B (Homo sapiens); 290,000 tested, 0.19% active; HTRF protein-protein interaction, Mint1-CaV2.2; higher % means a stronger effect; inhibition, % at 20 µM; hits with a dose series show IC50 in µM; in the data active means inhibition mostly above about 51%, no sharp cut-off; further: some results filed as inactive read as strong as hits
P. falciparum M17LAP – P. falciparum M17LAP inhibitors, primary screen, biochemical, fluorogenic H-Leu-NHMec substrate, 1536-well (AID 1619); Leucine aminopeptidase (Plasmodium falciparum (isolate 3D7)); recombinant M17LAP, H-Leu-NHMec fluorogenic kinetic assay; higher % means a stronger effect; inhibition, % at 30 µM; hits with a dose series show IC50 in µM; 220,000 tested, 0.38% active;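 active means compound inhibiting the enzyme by more than half at any dose during confirmatory dose-response retesting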;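 further: plate controls were full reaction with DMSO carrier for no effect and no enzyme background for full effect; strong numbers were not always called active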
NOD1 NF-kB reporter – NOD1 signaling inhibitors, primary screen, cell-based, luminescence, uHTS (AID 1578); NOD1-driven NF-kB luciferase reporter cells, luminescence; higher % means a stronger effect; one-dose inhibition, % at 4 µM; EC50 in µM for titrated hits; 290,000 tested, 1% active; in the data active means inhibition mostly above about 36%, no sharp cut-off; inactive means mostly below about 34%;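 further: HEK-293T reporter cells stimulated with the NOD1 agonist gamma-tri-DAP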
GPR55 beta-arrestin – GPR55 agonists via beta-arrestin recruitment, primary screen, imaging, U2OS cells, beta-arrestin-GFP redistribution (AID 1961); 290,000 tested, 0.048% active; U2OS GPR55 beta-arrestin-GFP redistribution imaging; higher % means a stronger effect; G-protein coupled receptor 55 (Homo sapiens); one-dose activation, % at 10 µM; EC50 in µM for titrated hits;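 active means activation above 40% with more than 50 cells counted in the well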;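 further: U2OS osteosarcoma cells stably expressing GPR55 and beta-arrestin-GFP; plate controls were DMSO negative control for no effect and LPI positive control for full effect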
KOR beta-arrestin-2 – KOR agonists, beta-arrestin recruitment, primary screen, cell-based, luminescence, uHTS (AID 1777). 280,000 tested, 0.02% active. KOR beta-arrestin recruitment, luminescence; higher % means a stronger effect. one-dose activation, % at 10 µM; EC50 in µM for titrated hits. Kappa-type opioid receptor (Homo sapiens); in the data active means activation above about 50%, passing the limit was not always enough; further: a part of the inactive calls stands beside numbers as strong as those of hits
Dynein cargo inh cytoplasmic EGFP – further read-out of Dynein cargo inh, marked with its call; z-score; measured here: cytoplasmic GR-EGFP intensity; active compounds read high
Dynein cargo inh nuclear GR-EGFP – further read-out of Dynein cargo inh, marked with its call; z-score; measured here: nuclear GR-EGFP intensity;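 lower value marks the stronger effect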
Dynein cargo inh cell count – also measured in Dynein cargo inh; calls as there; z-score; measured here: cell count per field
* marks the source's active call; other numbers are inactive results; · = no result given; [ ] = remark or other dose. Unless noted, no stated cut-off is given here; in the data, active means inhibition above about 50%; inactive means the rest. Only part of the results is shown, so the mix of outcomes need not match the whole.

compound	NOD2 inhibition	KOR beta-arrestin-1	P. falciparum M1AAP	Dynein cargo inh	Dynein cargo inh cytoplasmic EGFP	Dynein cargo inh nuclear GR-EGFP	Dynein cargo inh cell count	AID2073	P. falciparum M17LAP	NOD1 NF-kB reporter	GPR55 beta-arrestin	KOR beta-arrestin-2
Cc1cc(C)nc(NC(=O)c2ccc([N+](=O)[O-])o2)n1	-2%	6%	1%	-0.76	-0.21	-0.17	0.15	9%	8%	-16%	0.7%	2.5%
COCCNC(=O)CN1CCN(C(c2ccccc2)c2ccccc2)CC1	16%	-15%	1%	0.49	-0.094	0.67	-1.2	-1%	9%	0%	-0.1%	-5.1%
COc1cccc(OC)c1C(=O)N1CCN(Cc2cccnc2)CC1	16%	-24%[20 µM]	·	·	·	·	·	2%	·	-6%	-0.4%	-6.8%
CCOC(=O)/C(C#N)=C/c1cc(C)n(-c2ccc(C)cc2)c1C	-98%	-12%	5%	-1.1	0.12	-0.36	1	20%	-1%	-52%	-0.2%	-4.5%
CCC(C(=O)NCC1CCCO1)N(Cc1ccccc1)C(=O)CNS(=O)(=O)c1ccccc1 (stereo not drawn)	3%	-7%	·	·	·	·	·	4%	·	-28%	0.2%	-5.4%
CCOC(=O)CC(=O)CSc1nc2ccc(C)cc2cc1C#N	-47%	19%	14%	-0.77	-0.19	-0.25	0.8	10%	17%	-60%	0.3%	-1.9%
CC(C)Cn1[nH]c2c3c(ccc2c1=O)C(=O)c1ccccc1C3=O	-29%	12%	6%	0.2	-0.12	0.31	-0.49	-28%	7%	30%	0.0%	-0.7%
CC(=O)OC[C@H]1O[C@@H](n2ccc(=O)[nH]c2=S)C(OC(C)=O)C1OC(C)=O (stereo partly drawn)	-12%	-10%	7%	-1.6	-0.19	-0.57	0.86	-7%	0%	-12%	0.3%	3.1%

Shown with the structure last: part of the list above.
NOD2 inhibition	KOR beta-arrestin-1	P. falciparum M1AAP	Dynein cargo inh	Dynein cargo inh cytoplasmic EGFP	Dynein cargo inh nuclear GR-EGFP	Dynein cargo inh cell count	AID2073	P. falciparum M17LAP	NOD1 NF-kB reporter	GPR55 beta-arrestin	KOR beta-arrestin-2	structure
16%	-15%	1%	0.49	-0.094	0.67	-1.2	-1%	9%	0%	-0.1%	-5.1%	COCCNC(=O)CN1CCN(C(c2ccccc2)c2ccccc2)CC1
-47%	19%	14%	-0.77	-0.19	-0.25	0.8	10%	17%	-60%	0.3%	-1.9%	CCOC(=O)CC(=O)CSc1nc2ccc(C)cc2cc1C#N
-12%	-10%	7%	-1.6	-0.19	-0.57	0.86	-7%	0%	-12%	0.3%	3.1%	CC(=O)OC[C@H]1O[C@@H](n2ccc(=O)[nH]c2=S)C(OC(C)=O)C1OC(C)=O (stereo partly drawn)
3%	-7%	·	·	·	·	·	4%	·	-28%	0.2%	-5.4%	CCC(C(=O)NCC1CCCO1)N(Cc1ccccc1)C(=O)CNS(=O)(=O)c1ccccc1 (stereo not drawn)

Next part
compound	NOD2 inhibition	KOR beta-arrestin-1	P. falciparum M1AAP	Dynein cargo inh	Dynein cargo inh cytoplasmic EGFP	Dynein cargo inh nuclear GR-EGFP	Dynein cargo inh cell count	AID2073	P. falciparum M17LAP	NOD1 NF-kB reporter	GPR55 beta-arrestin	KOR beta-arrestin-2
Cc1ccc(-c2ccc(CCC(=O)O)o2)cc1	-54%	-11%	8%	-1	-0.23	-1	0.7	18%	-3%	-3%	0.0%	1.9%
COc1cc(CC(=O)OCC(=O)N2CC(=O)Nc3ccccc32)cc(OC)c1OC	-1%	3%	1%	-0.34	-0.32	-0.41	0.42	-1%	-2%	0%	0.1%	-7.6%
COCCNC(=O)CSc1nc2ccc(N3CCOCC3)cc2c(=O)n1CCc1ccccc1	-8%	0%	2%	-0.33	-0.2	0.038	0.76	5%	-2%	-30%	0.6%	2.0%
O=C(CC(=O)c1ccccc1O)c1cccc(F)c1	0%	23%	-5%	-0.55	-0.4	0.02	0.8	21%	-3%	-20%	-0.2%	-5.4%
O=C(O)c1cn(-c2ccccc2)nc1-c1ccc(F)cc1	14%	-12%	·	·	·	·	·	-1%	·	-11%	0.2%	-7.6%
Cc1ccnc(NC(=O)CN2C(=O)c3ccccc3C2=O)c1	-5%	31%	4%	-1.1	-0.32	-0.49	1.1	8%	6%	-17%	0.1%	-0.8%
COC(=O)c1c(NC(=O)c2nc3nc(C)cc(C(F)F)n3n2)sc2c1CCC2	0%	20%	4%	-0.1	-0.38	-0.47	0.41	12%	2%	-14%	-0.1%	-4.1%
Cc1cc(C)c(NC(=O)c2sc3nc4c(cc3c2N)C(=O)CC(C)(C)C4)c(C)c1	7%	-18%	-3%	1.2	-0.22	1.3	-0.63	-16%	-9%	-28%	-0.2%	0.2%
Cc1cc(C)nc(SCc2ccc(C(=O)N/N=C/c3ccco3)cc2)n1	24%	-17%	2%	-0.39	-0.37	-0.21	-0.16	8%	3%	7%	0.6%	-5.1%
CCCN1CCC(NC(=S)Nc2ccc(S(N)(=O)=O)cc2)CC1	15%	-6%	3%	0.014	-0.28	0.29	-0.12	39%	-8%	-30%	-0.3%	-2.3%
Cc1cc(C(=O)NCc2cccc(Cl)c2)c2ccccc2n1	-8%	2%	·	·	·	·	·	6%	·	6%	-0.2%	0.4%
COc1ccc(C(=O)Nc2ccc(C(=O)N3CCCC3)cc2)cc1[N+](=O)[O-]	10%	-16%	·	·	·	·	·	-7%	·	-21%	0.3%	0.6%
Cc1sc(-c2ccncc2)nc1OC(=O)c1ccc(F)cc1F	19%	-11%	9%	0.94	-0.3	0.76	-0.16	2%	-4%	-50%	-0.5%	-0.7%
CN1CCN(c2ccc(CNC(=O)c3ccco3)cc2)CC1	-6%	-8%	8%	-0.19	-0.26	-0.078	1.3	10%	1%	-13%	0.1%	-2.7%
CCOC(=O)C1(CC)NC(c2ccco2)C2C(=O)N(CC)C(=O)C21 (stereo not drawn)	-6%	0%	-2%	-0.66	-0.18	-0.56	0.5	9%	-3%	-24%	-0.2%	0.2%
COc1ccc(NC(=O)c2cccnc2NCCc2ccccc2)cc1	-9%	3%	3%	1.6	-0.12	0.61	-0.71	3%	8%	2%	0.7%	1.6%
Nc1nc2n(n1)C(c1cccc(Br)c1)CC(c1ccccc1)N2 (stereo not drawn)	7%	6%	8%	-1.1	-0.27	-0.63	0.7	-2%	-2%	-18%	-0.2%	-5.1%
COc1ccccc1NC(=S)N(CCCN1CCOCC1)Cc1cn(C)c2ccccc12	-1%	19%	-3%	-0.52	-0.25	0.43	0.26	-25%	3%	-20%	0.1%	4.6%
Cc1cc(C)n(-c2nc(SCCN(C)C)c3c4c(sc3n2)CCCC4)n1	-3%	-24%	4%	-1.5	-0.38	-0.52	1.1	10%	-5%	-2%	14%	2.8%
O=C(CN1C(=O)CCC1=O)Nc1nc(-c2ccccn2)cs1	8%	20%	-1%	0.49	-0.19	0.58	-0.16	-4%	13%	3%	0.2%	-2.6%
CN(C)S(=O)(=O)c1cc(NC(=O)COC(=O)C2CSC3(C)CCC(=O)N23)ccc1Cl (stereo not drawn)	4%	23%	0%	0.77	-0.24	0.49	-0.01	22%	-12%	-6%	0.3%	-4.7%
O=C(C1CCN(c2nnc(N3CCCC3=O)s2)CC1)N1CCN(Cc2ccc3c(c2)OCO3)CC1	19%	32%	4%	-1.1	-0.27	-0.41	6.8	44%	-7%	-3%	-0.2%	6.9%
CCn1nc(CC(=O)Nc2nnc(CC(=O)N3CCOCC3)s2)c2ccccc2c1=O	12%	9%	6%	-0.46	-0.21	-0.86	0.084	-3%	-2%	2%	0.4%	-0.4%
COc1ccccc1NC(=O)CN1CCC(c2nc3ccccc3[nH]2)CC1	3%	-11%	·	-0.99	0.29	-0.33	1.5	2%	·	-14%	0.3%	-2.6%
CS(=O)(=O)c1cnc(-c2ccccc2)nc1Sc1ccc(F)cc1	16%	-2%	·	·	·	·	·	38%	·	7%	0.0%	-18%
OCC1(Cc2ccc(Cl)cc2)CCN(Cc2ccc(Oc3ncccn3)cc2)CC1	7%	1%[20 µM]	4%	-0.22	-0.14	-0.018	1.1	0%	5%	-27%	0.2%	·
CCOc1ccc(-c2nnc3n2N=C(c2ccc(OC)cc2)CS3)cc1	2%	-15%	0%	0.7	-0.4	0.38	-0.013	6%	-2%	5%	-0.1%	8.0%
O=C(Cc1ccc(O)cc1)N/N=C/c1cccnc1	-7%	-16%	·	·	·	·	·	3%	·	-28%	-0.1%	0.5%
Clc1ccc(-c2nc3ccncc3[nH]2)cc1	-105%	28%	-2%	0.16	-0.15	-0.11	-0.6	48%	1%	-27%	-0.3%	1.7%
Cc1ccc(-c2cc(-c3ccc(F)cc3)n[nH]2)c(O)c1	-102%	6%	·	·	·	·	·	11%	·	-6%	-0.2%	-2.3%
O=C(CCN1C(=O)/C(=C/c2ccccc2F)SC1=S)Nc1cccnc1	-7%	-7%	·	·	·	·	·	8%	·	-27%	0.0%	1.5%
O=C(CNC(=O)c1cccc(Br)c1)NCCc1nc2ccccc2[nH]1	8%	14%	6%	1.7	-0.18	1	-0.76	26%	4%	-6%	-0.1%	-6.3%
Cc1ccc(OCC(=O)O/N=C(\N)c2cccnc2)cc1	12%	-10%	-4%	1.2	-0.14	0.77	-0.94	39%	21%	-17%	0.6%	-4.5%
CN1CCN(C(=O)CC2(CC(=O)O)CCCC2)CC1	7%	-18%	6%	-0.028	-0.2	-0.38	0.4	-2%	23%	-13%	-0.2%	1.4%
Cc1sc2ncn3c(C)nnc3c2c1C	-8%	14%	10%	0.18	-0.17	0.26	-0.37	-4%	15%	-6%	-0.2%	16%
CCn1c(SCC(=O)Nc2cc(Cl)ccc2OC)nnc1C1CC1	11%	-11%	·	·	·	·	·	4%	·	20%	-0.1%	-3.1%
O=C1CCC(C(=O)NC2(C(=O)NC3CCCCC3)CCCCC2)N1 (stereo not drawn)	-7%	-30%	-2%	-0.41	-0.3	-0.098	0.12	-7%	1%	-4%	-0.1%	11%

Screens deposited in PubChem BioAssay by several laboratories.
